# IDE inh: human IDE inhibitors in live cells, primary screen, fluorescence polarization, HEK cells, FAbetaB substrate. Insulin-degrading enzyme (Homo sapiens), P14735. FAbetaB cleavage. inhibition, % at 5.59 µM. 320,000 tested, 0.41% active. AID 434962, 2010;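 active means percent inhibition above the average of all tested compounds plus 3 SD, set per screening campaign, cut at about 16% in these data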;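 further: IDE supplied by intact live HEK cells; FP after avidin binding of uncleaved biotin substrate so inhibition keeps polarization high; 0% = DMSO wells and 100% = 60 µM reference IDE inhibitor Ii1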
# IMP-1 inhibitor: IMP-1 metallo-beta-lactamase inhibitors, primary screen, biochemical, epi-absorbance readout, Pseudomonas aeruginosa enzyme; 290,000 tested, 0.45% active; AID 1556, 2009; purified IMP-1, nitrocefin hydrolysis, epi-absorbance fluorescence; inhibition, % at 5.6 µM; metallo-beta-lactamase IMP-1 (Pseudomonas aeruginosa);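 active means inhibition above the mean plus 3 SD of all compounds in the same screening run, cut at about 4.5% in these data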;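 further: 0% = IMP-1 with DMSO and 100% = DMSO wells lacking enzyme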
#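 System – purified recombinant IMP-1 beta-lactamase · Input – IMP-1 dispensed at 0.2 nM · Timing – 15 min preincubation plus 25 min reaction at 25 °C · Signal – Epi-absorbance fluorescence, 480 nm excitation, 530 nm emission · Measure – percent IMP-1 inhibition derived from blank-referenced optical density · Controls – Enzyme-plus-DMSO low control, enzyme-free DMSO high control · Replication – singlicate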
# NALP1 yeast inh: NALP1 inflammasome inhibitors in reconstituted yeast, colorimetric, S. cerevisiae, triplicate retest. S. cerevisiae NALP1/ASC/caspase-1 growth, X-gal OD620, 72 h. inhibition, % at 10 µM. 280,000 tested, 0.61% active. AID 2071, 2009; in the data active means inhibition mostly above about 24%, no sharp cut-off; inactive means mostly below about 32%; further: some compounds called inactive have numbers as strong as hits
# PHOSPHO1 inh: PubChem AID 1565 | recombinant PHOSPHO1, absorbance phosphatase assay | 290,000 tested, 1.1% active | inhibition, % at 13.3 µM; in the data active means inhibition above about 60%
# GPR7 antagonist: GPR7 receptor antagonists, primary screen, cell-based, fluorescence, single concentration | Neuropeptides B/W receptor type 1 (Homo sapiens), P48145 | AID 1861, 2009 | GPR7-expressing cells, fluorescence antagonist assay | 290,000 tested, 1.1% active | inhibition, % at 4.4 µM; in the data active means inhibition above about 16%, passing the limit was not always enough;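 further: cells stimulated with the agonist NPW; 0% = agonist with vehicle and 100% = vehicle without agonist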
# VIM-2 inh: VIM-2 metallo-beta-lactamase inhibitors, primary screen, biochemical, epi-absorbance readout, Pseudomonas aeruginosa enzyme. purified VIM-2, nitrocefin hydrolysis, epi-absorbance fluorescence. inhibition, % at 5.6 µM. 290,000 tested, 0.89% active. AID 1527, 2009;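 active means inhibition above the mean of all tested compounds plus 3 SD, cutoff set per screening run, cut at about 7.5% in these data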;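 further: red hydrolysis product quenches plate fluorescence so inhibitors raise well fluorescence; 0% = enzyme with DMSO and 100% = DMSO without enzyme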
# IDE cell activ: human IDE activators in live cells, primary screen, fluorescence polarization, HEK cells, FAbeta-B substrate. Insulin-degrading enzyme (Homo sapiens), P14735. FAbeta-B cleavage; 0% vehicle, 100% cell-free pure enzyme wells. activation, % at 5.96 µM. 340,000 tested, 0.073% active. AID 493087, 2011;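 active means activation above the mean of all tested compounds plus 3 SD, set per screening campaign, cut at about 17% in these data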
# PfM18AAP inh: PfM18AAP inhibitors, malaria aminopeptidase, primary screen, biochemical, QFRET, recombinant enzyme; M18 aspartyl aminopeptidase (Plasmodium falciparum 3D7); H-Glu-NHMec fluorogenic cleavage; inhibition, % at 7.35 µM; 290,000 tested, 1.2% active; AID 1822, 2009;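 active means inhibition above the campaign mean inhibition over all tested compounds plus 3 SD, cut at about 28% in these data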;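 further: 0% = plate median of test compound wells and 100% = 2 mM ZnCl2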
# p-CIP stab down: p/CIP-EGFP fusion destabilizers, primary screen, fluorescence, F442A cells; 16 h; decrease of EGFP signal, % at 10 µM; Q05BA5; 290,000 tested, 0.01% active; AID 1984, 2009;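 active means EGFP signal decrease of at least 30% at 10 µM or well 3 SD below plate mean, unless failing retest; inactive means the rest, including hits failing retest or dose response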; further: some compounds called inactive have numbers as strong as hits; many of its hits are not listed in these tables
# Target sequence (Q05BA5 1-1403): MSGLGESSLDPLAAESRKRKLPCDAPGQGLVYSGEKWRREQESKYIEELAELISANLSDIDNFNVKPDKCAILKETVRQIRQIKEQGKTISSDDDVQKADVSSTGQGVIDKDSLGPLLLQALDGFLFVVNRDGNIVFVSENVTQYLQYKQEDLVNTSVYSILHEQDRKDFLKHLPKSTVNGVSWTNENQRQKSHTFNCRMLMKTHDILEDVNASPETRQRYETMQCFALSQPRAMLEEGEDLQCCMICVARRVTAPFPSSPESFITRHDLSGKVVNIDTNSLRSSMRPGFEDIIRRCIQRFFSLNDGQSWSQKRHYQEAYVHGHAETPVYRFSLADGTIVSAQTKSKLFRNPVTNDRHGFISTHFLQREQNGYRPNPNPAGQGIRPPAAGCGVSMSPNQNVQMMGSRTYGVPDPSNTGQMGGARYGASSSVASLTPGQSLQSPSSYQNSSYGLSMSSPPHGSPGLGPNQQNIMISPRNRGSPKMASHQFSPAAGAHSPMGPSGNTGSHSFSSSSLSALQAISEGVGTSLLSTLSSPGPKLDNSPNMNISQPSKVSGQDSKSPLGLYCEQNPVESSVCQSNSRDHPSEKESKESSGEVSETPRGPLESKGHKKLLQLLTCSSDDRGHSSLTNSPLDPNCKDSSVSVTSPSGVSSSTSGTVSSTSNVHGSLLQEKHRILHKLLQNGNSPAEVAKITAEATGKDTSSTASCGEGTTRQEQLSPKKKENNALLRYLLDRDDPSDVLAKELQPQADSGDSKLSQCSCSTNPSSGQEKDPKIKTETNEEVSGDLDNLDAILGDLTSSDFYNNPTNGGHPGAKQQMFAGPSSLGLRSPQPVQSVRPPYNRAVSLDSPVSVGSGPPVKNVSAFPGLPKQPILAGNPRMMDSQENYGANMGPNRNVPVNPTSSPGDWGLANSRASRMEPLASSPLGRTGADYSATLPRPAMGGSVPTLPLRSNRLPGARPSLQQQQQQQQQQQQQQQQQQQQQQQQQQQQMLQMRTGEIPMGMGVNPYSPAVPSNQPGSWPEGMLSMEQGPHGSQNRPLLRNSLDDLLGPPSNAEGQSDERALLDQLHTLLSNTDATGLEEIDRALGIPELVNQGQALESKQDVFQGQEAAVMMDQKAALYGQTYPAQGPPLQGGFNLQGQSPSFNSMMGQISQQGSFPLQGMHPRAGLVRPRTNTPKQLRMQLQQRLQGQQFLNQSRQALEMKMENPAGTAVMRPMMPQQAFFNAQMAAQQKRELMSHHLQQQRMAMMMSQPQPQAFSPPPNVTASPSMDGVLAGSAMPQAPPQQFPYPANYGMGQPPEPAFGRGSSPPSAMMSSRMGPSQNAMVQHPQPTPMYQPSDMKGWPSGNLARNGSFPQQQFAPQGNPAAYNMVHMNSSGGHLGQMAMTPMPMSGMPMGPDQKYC
# The depositor's hits bear a star; · = not tested or not shown. No enrichment for hits. Share with any hit: about 5.3%.
SMILES,IDE inh,IMP-1 inhibitor,NALP1 yeast inh,PHOSPHO1 inh,GPR7 antagonist,VIM-2 inh,IDE cell activ,PfM18AAP inh,p-CIP stab down
Cc1cc(C)c(NC(=O)CSc2nc3ccncc3[nH]2)c(C)c1,2,-2.4,12,13,15,-1.0,6,-2,-6
Cc1cccc(C)c1OCc1cc(C(=O)N2CCC(c3ccncc3)CC2)no1,3,-2.0,7,31,11,-0.5,0,-3,-17
CCOCCCNC(=O)c1ccc(OC)c(OC2CCN(C(C)C)CC2)c1,3,0.8,17,50,-13,1.7,4,-5,8
Nc1c(N(CCO)C(=O)COc2ccc(Cl)cc2)c(=O)[nH]c(=O)n1Cc1ccccc1,-1,-2.1,-32,-1,-11,-4.1,5,-2,-18
Cc1cccc(N2C(=O)C(O)=C(C(=O)c3cccs3)C2c2ccc(Cl)cc2)n1 (centres undefined),1,-1.5,10,37,-12,0.8,7,-4,-1
CC(=O)Nc1ccc(S(=O)(=O)NNC(=O)c2ccc3c(c2)OCO3)cc1,-3,0.0,17,10,0,2.0,1,0,16
O=C(c1ccccn1)N1CCN(C(=O)c2ccccn2)CC1,1,0.0,4,5,2,-4.0,6,-6,5
COc1ccccc1CNC(=O)Cn1ccsc1=N,-3,-0.5,6,14,-4,-0.3,-1,-18,-6
COc1cccc(/C=C2\Oc3ccc(O)cc3C2=O)c1O,6,0.9,9,·,8,1.1,-2,14,-11
CCOC(=O)C1(Cc2cccc(F)c2)CCN(C(=O)C2CCOCC2)CC1,4,-2.4,-18,46,-15,-1.1,1,-7,-13
Cc1cccc(CC2CC(=O)N(CCc3ccc4c(c3)OCO4)C2=O)c1 (centres undefined),-1,-2.7,-1,37,2,-3.2,-1,-8,-22
O=C(Cn1cc2c(n1)CCCCC2)Nc1c(F)c(F)cc(F)c1F,2,-4.1,-6,-1,1,-3.0,-2,-1,-13
Cc1cc(NC(=O)c2ccc(NC(=O)C(C)Oc3ccccc3)cc2)no1 (centres undefined),6,-4.1,2,-9,4,-3.0,-7,2,2
O=C(CSc1nc2nc[nH]c2c(=O)[nH]1)NC1CCCCC1,0,-1.9,26,-10,-2,-3.3,-1,-2,-10
Cc1nc(C(=O)Nc2cccc(Cl)c2)nn1-c1cc(OC(C)C)c(Cl)cc1Cl,0,-4.0,37,0,-7,-2.7,-1,-5,-7
CN(C)[C@@H](CO)c1nnc([C@H](CC(=O)O)NC(=O)C2CCNCC2)o1,-5,-3.2,-7,18,-10,-4.4,6,3,1
COc1ccc(C(c2nnnn2C2CCCC2)N2CCN(C(=O)c3ccco3)CC2)cc1OC (centres undefined),-4,-2.2,-9,51,-4,-0.4,-1,-2,7
COc1ccc(-c2noc(C3CCCN(C(=O)c4ccc(C)cc4)C3)n2)cc1 (centres undefined),-2,-1.7,·,4,-7,-2.1,8,-5,-7
Cc1ccc2nc(SCC(=O)Nc3ccc(C(N)=O)cc3)[nH]c2c1,0,-2.5,2,-29,1,-0.2,-6,-2,2
Cc1cc(C)n(CCC(=O)N/N=C/c2c(O)ccc3ccccc23)n1,-3,-0.8,·,20,-10,-2.0,7,4,1
COc1ccc(C2Nc3ccccc3C(=O)N2c2ccc(C)cc2)cc1Cn1cc([N+](=O)[O-])cn1 (centres undefined),-2,-2.7,19,46,-8,-0.9,7,1,0
CC(=O)Nc1nc2c(c3c1c(=O)oc1ccccc13)CC(C)CC2 (centres undefined),·,-1.1,1,4,-6,-0.2,·,-7,-3
CCOC(=O)c1c(NC(=S)Nc2ccccc2)sc2c1CCCCC2,1,-2.8,2,50,-8,-0.7,0,-10,-8
Cc1ccc2[nH]c(O)c(N=NC(=O)c3ccc(NS(=O)(=O)c4cccs4)cc3)c2c1,-1,-2.8,·,15,-6,-0.5,1,-7,-17
O=C(C1CCC1)N1CCc2cc(S(=O)(=O)Nc3ccc4c(c3)OCCO4)ccc21,-2,-2.0,-2,4,6,-0.4,1,-4,-21
CN(C)CCCOC(=O)c1ccccc1Cl,-3,-2.4,19,5,-1,-3.3,6,-1,-5
CN(Cc1ccccc1)C(=O)CN1C(=O)NC(C)(c2ccc(C(C)(C)C)cc2)C1=O (centres undefined),0,0.3,9,28,-15,3.2,1,1,-5
O=C(CSCc1ccccc1)N1CCN(c2ccc(F)cc2)CC1,5,-1.4,-4,14,7,0.7,4,-4,-2
COc1ccccc1N1CCN(C(CNS(=O)(=O)c2ccccc2)c2ccccc2)CC1 (centres undefined),4,-1.1,0,7,-13,0.0,7,-10,4
CNC(=O)CN1C(=O)NC2(CCc3ccccc32)C1=O (centres undefined),4,-4.8,44,22,-6,-1.9,-1,0,2
COc1cc(CO)ccc1OCC(=O)Nc1ccc(Br)cc1,5,-1.4,16,51,-2,-2.3,2,-1,-15
CCCOP(=O)(c1ccc(N(C)C)cc1)C(O)c1c(Cl)cccc1Cl (centres undefined),-1,0.3,24,28,-1,0.4,0,-11,7
O=C(O)CCc1ccc(-c2ccc(Cl)cc2)n1NC(=O)c1ccc(O)cc1,-2,-2.9,11,12,-3,-5.1,6,2,-12
CC1CC(C)CN(c2cc(=O)n(Cc3ccc(F)cc3)c(=O)[nH]2)C1 (centres undefined),0,-3.3,39,14,-12,-4.5,1,2,5
O=C(N/N=C/c1ccc(OC(=O)c2ccccc2)cc1)c1cccc(O)c1,1,-1.8,7,9,15,-4.0,-6,3,17
COc1cc(N2CCCC2)c(OC)cc1/C=c1/sc2nc3ccccc3n2c1=O,·,-4.7,-14,20,0,-2.4,·,7,-784
CCCOc1ccc(C2NC(=O)CCC2[N+](=O)[O-])cc1 (centres undefined),3,-0.7,20,30,15,0.8,2,-5,3
COc1ccc(N2CCN(CC(=O)Nc3ccccc3SC)CC2)cc1,-1,-2.1,1,38,-11,-3.4,4,-4,-16
N=C1/C(=C\c2ccc(OC(=O)c3ccc(F)cc3)cc2)C(=O)N=C2SC(N3CCCC3)=NN12,2,-3.4,5,7,8,-3.5,-1,1,-6
Cc1c(NC(=O)C2CC(c3cccc(Br)c3)=NO2)c(=O)n(-c2ccccc2)n1C (centres undefined),6,-1.5,-2,39,-16,-1.8,0,-10,-7
CCN(CC)C(=O)C1CC(=O)OC1(C)C (centres undefined),2,-3.0,20,2,-9,-0.1,0,0,-12
CN(C)/C=N/c1[nH]ncc1C#N,3,-2.0,11,33,-2,-0.6,·,2,3
COc1cc(OC)nc(NC(=O)NS(=O)(=O)c2ccc(F)cc2)n1,7,-0.4,-2,24,-14,0.4,·,17,-7
COc1cc(/C=N\NC(=O)CNC(=O)C(c2ccccc2)c2ccccc2)ccc1O,-2,-2.0,-7,20,-5,-3.9,3,-1,-9
O=C(NC1CCCC1)C(c1cccs1)N(Cc1ccco1)C(=O)c1csnn1 (centres undefined),5,-3.5,6,11,4,-2.0,1,-9,-21
C=CCNc1sc(C(=O)c2ccccc2)c(N)c1C#N,1,-2.1,6,96*,-11,-0.6,2,1,-7
Cc1ccc(Nc2nc(C)c3c(n2)CC(C)CC3=O)c(C)c1 (centres undefined),5,0.0,24,-4,1,1.8,7,-20,6
COc1ccc(OCc2cccc(C(=O)NN)c2)cc1,2,-3.6,11,-15,-6,-6.1,4,-1,-17
CCOc1ccccc1C(=O)N(Cc1ccc(C)o1)C1CCS(=O)(=O)C1 (centres undefined),-2,0.1,4,27,-10,-1.2,2,-17,-15
COC(=O)c1ccccc1NC(=O)CN1CCN(c2ccccn2)CC1,8,0.0,2,-8,-9,-1.0,1,-7,-6
O=C(Nc1cc([N+](=O)[O-])ccc1Cl)c1ccc2c(c1)OCO2,-6,-1.7,-6,-13,-8,0.4,2,7,3
CC(=O)Nc1ccc(NC(=O)c2nc(S(=O)(=O)Cc3ccccc3)ncc2Cl)cc1,6,-0.8,9,26,3,-0.6,-1,-148,-17
CC(=O)Nc1ccc(OCC(O)Cn2nc(C)c(Br)c2C)cc1 (centres undefined),4,-3.9,-87,6,0,-1.5,4,8,-2
O=C(CSc1nc2[nH]ncc2c(=O)n1-c1ccccc1)N1CCCCCC1,14,-0.3,4,37,-7,-0.1,·,34*,1
Cc1ccc2nc(NCCCNC(=O)c3cnccn3)c(C#N)cc2c1,2,-1.6,-25,31,-3,0.5,-4,13,-20
Cn1c(=O)oc2cc(S(=O)(=O)N3CCC(C(=O)NCC4COc5ccccc5O4)CC3)ccc21 (centres undefined),3,-4.3,22,-2,7,-0.5,4,-5,-12
CC(=O)c1ccc(NC(=O)c2cc(C)no2)cc1,0,-2.3,11,39,3,-0.3,-1,1,0
CCOC(=O)N1CCN(C(=O)c2ccc(C)c(S(=O)(=O)N3CCCCC3)c2)CC1,-4,-1.9,27,52,0,1.2,4,-10,0
Cc1ccc(S(=O)(=O)N2CCC(C(=O)Nc3nnc(C4CCCC4)s3)CC2)cc1,4,2.3,6,1,1,-1.1,8,-9,3
O=C(Nc1ccnc(-c2cccnc2)n1)c1cccs1,-1,-1.9,11,34,-13,1.6,2,-16,1

# More records
SMILES,IDE inh,IMP-1 inhibitor,NALP1 yeast inh,PHOSPHO1 inh,GPR7 antagonist,VIM-2 inh,IDE cell activ,PfM18AAP inh,p-CIP stab down
Cc1cc(C)nc(SC2CCOC2=O)n1 (centres undefined),0,-4.1,6,-41,-14,-5.3,3,5,-8
Cc1ccc(S(=O)(=O)c2cn(Cc3ccc(F)cc3)c3cc4c(cc3c2=O)OCO4)cc1,-2,1.4,34,-20,7,2.1,1,-10,-8
CC(=O)c1cc(C#N)c(Oc2ccccc2)nc1C,-1,-0.6,·,·,2,1.5,0,-1,·
Cc1[nH]c(-c2ccc3c(c2)OCO3)nc1C(=O)O,1,-2.7,14,-17,-7,-1.9,3,1,1
OCCCNC(=S)Nc1ccc(Oc2ccccc2)cc1,5,-2.7,3,8,-9,-4.5,1,-3,12
CC1CN(C(=O)c2cccc(S(=O)(=O)N3CCN(c4ccc(F)cc4)CC3)c2)CC(C)O1 (centres undefined),3,-2.6,-5,-1,-19,-0.9,2,1,-18
COc1ccc(S(=O)(=O)N[C@@H](Cc2ccc(Cl)cc2)C(=O)N2CC[C@@]3(O)CCCC[C@H]3C2)cc1,7,1.7,-1,37,13,-0.6,7,-9,-2
O=C1CCc2cc(S(=O)(=O)NCCC(=O)NC3CCCCC3)ccc2N1,-5,-1.3,7,34,-9,-1.9,4,-2,4
N/C(=N\NC(=O)c1cccs1)c1cc2ccccc2oc1=O,-2,-5.0,24,2,-2,-3.6,8,-7,4

# Single values from the list:
# PHOSPHO1 inh result of COc1ccc(S(=O)(=O)N[C@@H](Cc2ccc(Cl)cc2)C(=O)N2CC[C@@]3(O)CCCC[C@H]3C2)cc1 stands at 37
# IDE inh result of CC(=O)c1cc(C#N)c(Oc2ccccc2)nc1C stands at -1

# Assay outcomes as filed in PubChem BioAssay.
